GPR151 activ: activators of human GPR151; activation, % at 11.2 µM; PathHunter beta-arrestin GPR151 cells, luminescence; 1% of 650,000 active; Q8TDV0; in the data active means activation above about 4.9%;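 further: 0% = median of compound wells and 100% = cells with positive control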
TEAD-YAP inh: TEAD-YAP interaction inhibition; 1.4% of 640,000 active; inhibition, % at 9.12 µM; HEK-TIYL cells, TEAD-Gal4/YAP UAS-luciferase luminescence; AID 1259422; in the data active means inhibition above about 32%;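 further: 0% = median of test compound wells and 100% = reference inhibitor wells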
FBW7 activator: activators of human E3 ligase FBW7; normalized activity (activation), % at 26.1 µM; AID 1259310; Q969H0; 0.13% of 650,000 active; AlphaScreen FBW7–phospho-cyclin E peptide binding, activator screen; in the data active means normalized activity above about 1.9%;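 further: purified mutant Fbw7 with reduced substrate affinity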
Target sequence (Q969H0 whole entry, looked up): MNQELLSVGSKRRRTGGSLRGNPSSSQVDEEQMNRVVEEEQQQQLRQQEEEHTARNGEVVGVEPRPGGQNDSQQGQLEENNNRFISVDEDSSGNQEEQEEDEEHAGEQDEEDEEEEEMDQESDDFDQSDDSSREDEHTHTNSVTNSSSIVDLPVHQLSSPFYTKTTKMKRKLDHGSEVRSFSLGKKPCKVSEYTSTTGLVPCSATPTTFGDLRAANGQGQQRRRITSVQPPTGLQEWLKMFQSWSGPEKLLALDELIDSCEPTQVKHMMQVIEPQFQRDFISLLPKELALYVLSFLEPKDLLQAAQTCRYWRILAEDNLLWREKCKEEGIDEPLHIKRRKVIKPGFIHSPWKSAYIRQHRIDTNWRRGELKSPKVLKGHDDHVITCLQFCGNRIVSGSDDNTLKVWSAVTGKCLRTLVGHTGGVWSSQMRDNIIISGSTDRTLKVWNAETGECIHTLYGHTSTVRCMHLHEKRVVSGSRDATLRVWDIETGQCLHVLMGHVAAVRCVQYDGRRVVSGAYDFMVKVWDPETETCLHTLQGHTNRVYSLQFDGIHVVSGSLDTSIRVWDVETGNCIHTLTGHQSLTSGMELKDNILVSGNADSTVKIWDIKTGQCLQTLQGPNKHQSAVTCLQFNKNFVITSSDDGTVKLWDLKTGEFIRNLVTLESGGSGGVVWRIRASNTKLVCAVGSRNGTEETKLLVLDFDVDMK
MITF inh: blocks human microphthalmia-associated transcription factor. inhibition, % at 2.6 µM. AID 1259374. 0.91% of 650,000 active. AlphaScreen MITF homodimerization, bead proximity signal; in the data active means inhibition above about 50%;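 further: 0% = vehicle wells with protein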
The depositor's hits bear a star.

SMILES	GPR151 activ	TEAD-YAP inh	FBW7 activator	MITF inh
CN(c1ccc(Cl)cc1)c1nc(O)c(C2=c3ccccc3=NC2=O)s1	-1.0	0	-0.1	-2
Nc1noc(N)c1N=Nc1ccccc1	-0.4	2	0.0	-1
COc1ccc(-n2c(SCC(=O)Nc3cccc(Cl)c3C)nc3n[nH]c(C)c3c2=N)cc1	-0.8	13	0.2	-1
O=C(CSc1n[nH]c(-c2ccccc2)n1)Nc1ccc(F)c(F)c1F	-1.9	6	-0.1	-14
CCOc1ccccc1/C=N/NC(=O)CNc1n[nH]c(=O)[nH]c1=O	-1.5	-2	-0.1	1
CC1CCc2c(sc(NC(=O)c3cc4nc(-c5ccccc5)cc(C(F)(F)F)n4n3)c2C#N)C1 (centres undefined)	1.3	0	0.0	-2
N#Cc1cc2c(=O)n3ccccc3nc2n(-c2cccc([N+](=O)[O-])c2)c1=O	-0.4	-8	0.2	-23
COc1ccc(C)cc1-n1nnnc1SCCOC(=O)c1ccccc1	0.4	15	0.0	0
Cc1ccc(NC(=O)c2ccc3c(=O)n(-c4cccc(C(F)(F)F)c4)c(=S)[nH]c3c2)cc1C	-0.9	0	0.1	-2
CC1=C(C(=O)Nc2cccc([N+](=O)[O-])c2)C(c2ccccc2Br)NC(=O)N1 (centres undefined)	0.5	5	0.1	-2
Cc1nn(-c2ccccc2)c2c1C(c1cccc([N+](=O)[O-])c1)C(C#N)=C(N)O2 (centres undefined)	-1.8	3	-0.7	7
CC1(C)Cc2c(oc(N)c2C#N)CO1	-0.2	2	-0.1	11
O=C(NCC1OCCc2ccccc21)c1ccc(Br)cc1 (centres undefined)	1.3	-11	0.1	8
O=C(NCCN1CCOCC1)/C(=C/c1ccco1)NC(=O)c1ccccc1	-1.1	-10	0.1	-8
CCN(C(=O)CN1C(=O)c2ccccc2S1(=O)=O)c1ccccc1	0.6	-2	-0.1	9
C=C(C)CNC(=O)c1ccc(C)nc1N1CCOCC1	0.0	-3	-0.5	-5
COc1cc(C(=O)NC(C)c2cccc3ccccc23)cc(OC)c1OC (centres undefined)	1.2	3	0.1	8
Cc1cc(O)c(C(c2ccccc2Cl)c2c(O)cc(C)n(C)c2=O)c(=O)n1C	2.7	6	-0.3	-8
Cc1c(N=Cc2cc(Cl)cc(Cl)c2O)c(=O)n(-c2ccccc2)n1C	1.8	0	0.0	3
CCc1cc2c(C)cc(=O)oc2cc1OCC(=O)O	0.2	-2	0.0	21
O=c1[nH]c(N2CCc3ccccc3C2)nc2c1CCC2	1.1	0	0.1	-6
COc1cc(OC)cc(-c2nnc(SCC(=O)Nc3ccnc4ccccc34)s2)c1	-7.2	21	0.7	12
COc1ccccc1-n1ccnc1SCC(N)=O	0.3	1	-0.1	-3
O=C(CN1CCN(c2ccc3c(c2)OCO3)CC1)Nc1ccc(Cl)cc1	-0.5	4	-0.1	6
Cc1nn(C)c(Cl)c1CN1CCC(CO)(CCOc2ccccc2)CC1	-2.0	2	-0.1	-2
CCNC(=O)c1nn(CC2CC2)c2c1CN(Cc1cccc(OCCO)c1)CC2	0.5	6	0.9	3
OCCC1CN(Cc2cc(Cl)ccc2O)CCN1Cc1cccs1 (centres undefined)	-0.3	-7	0.0	-15
Cc1ccc2c(c1)-c1c(cnn1CC(=O)NC1CCCC1)CO2	0.1	2	-0.2	0
CCCCNC(=O)CSc1nnc(-c2ccco2)o1	-1.6	3	-0.1	-6
CCCN(CCC)S(=O)(=O)c1ccc(F)c(C(=O)Nc2c(C)cccc2CC)c1	1.9	8	0.1	-2
C/C(=N\N=C1\NC(=O)C(CC(=O)Nc2ccc(C)c(Cl)c2)S1)C(C)C (centres undefined)	-0.8	1	-0.1	5
COC(=O)c1cc(CNC(=O)CCc2cccnc2)cc(NC(=O)/C=C/c2ccccc2)c1	2.5	-1	0.3	-10
CC(SC1=NCCN1S(=O)(=O)c1ccccc1)c1ccccc1 (centres undefined)	-0.1	-8	-0.1	-9
CCC(=O)c1c(O)c2ccccc2oc1=O	4.2	7	-0.1	9
CC1CCN(Cc2nc3c(c(=O)n(C)c(=O)n3C)n2Cc2ccccc2)CC1	-0.3	3	0.1	11
CC1CCCN(CN2C(=O)C(=O)c3cc(Br)ccc32)C1 (centres undefined)	1.8	-10	0.0	5
COc1ccc2nc(NC(=O)c3cc([N+](=O)[O-])ccc3Cl)sc2c1	-0.7	33*	-0.1	-2
COc1ccc(OC)c(/C=C(\C#N)C(=O)Nc2ccc([N+](=O)[O-])cc2C(F)(F)F)c1	0.2	2	0.5	16
COC(=O)C1C(=O)NC(SCC(=O)Nc2c(C)cc(C)cc2C)=C(C#N)C1c1ccccc1Cl (centres undefined)	1.5	8	-0.1	4
CCCCC(=O)Nc1nccs1	0.6	-4	-0.1	6
CCc1ccc(OCC(=O)NCc2cccnc2)c(Br)c1	-0.5	-18	-0.2	6
O=c1c2cc3c(cc2nc(SCc2ccc(F)cc2)n1Cc1ccco1)OCO3	-0.7	-7	-0.1	0
COc1ccc(OCC(=O)c2ccc(F)cc2)c(C#N)c1	-1.0	-66	0.2	-1
CN(Cc1ccccc1)CC(O)COc1ccc(CNCc2cnn(C)c2)cc1 (centres undefined)	0.2	15	0.1	5
CC(=O)Nc1ccc(NC(=O)/C(Cl)=C/c2ccccc2)cc1	-0.5	-70	0.2	12
N#Cc1cccc(NC(=O)CSc2nc(N)cc(N)n2)c1	-0.4	1	-0.2	0
O=C(CSc1nc2c(c(=O)[nH]1)CCC2)Nc1cccc(F)c1	0.5	9	-0.1	-5
CCCCN1C(=O)/C(=C(/C#N)C(N)=O)c2ccccc21	0.7	-1	0.0	2
Cc1cccc(C(=O)OCCN2C(=O)c3cccc4c(N5CCCCC5)ccc(c34)C2=O)c1	-1.2	25	0.1	3
O=c1oc2ccccc2n1S(=O)(=O)c1ccccc1[N+](=O)[O-]	-0.6	-5	0.1	-10
Cc1cc(C(=O)CN2CC(C)OC(C)C2)c(C)n1-c1ccc(F)c(Cl)c1 (centres undefined)	-0.5	15	-0.2	9
COCC1CCCN(C(=O)CN2Cc3cc(C)ccc3OC(c3ccsc3)C2)C1 (centres undefined)	1.6	2	-0.3	-8
Nc1nc(-c2cc3ccccc3oc2=O)cs1	-9.7	-34	0.0	-6
O=S(=O)(Nc1nc2ccccc2nc1Cl)c1cccs1	0.7	5	0.0	-4
Cc1ccc(CN2CCN(C/C=C/c3ccc(F)cc3)CC2CCO)o1 (centres undefined)	13*	5	0.1	12
O=C(COc1cc(Cl)c(Cl)cc1Cl)Nc1cccnc1	1.4	-15	0.0	1
CCOC(=O)c1ccc(S(=O)(=O)NCC(C)(C)N2CCOCC2)cc1	0.2	6	0.0	-6
CCC(C)(C)NC(=O)CCCSc1nc2ccccc2[nH]1	-2.2	-11	0.1	1
Cc1ccc(C(=O)C[n+]2cccc(C(N)=O)c2)cc1	-1.6	-3	0.3	11
Cc1c(C(=O)N(C)Cc2ccccc2)sc2ncnc(N3CCC(C)CC3)c12	2.4	-11	0.0	3
Next part:
SMILES	GPR151 activ	TEAD-YAP inh	FBW7 activator	MITF inh
COCC(=O)Oc1c(C)cc(Br)cc1C	1.5	-6	-0.1	21
CC(C)c1ccc(Nc2ncnc3c2c(-c2ccccc2)cn3-c2ccc(Br)cc2)cc1	-2.1	13	0.2	5
O=C(Cn1nc(-c2nccc3ccccc23)oc1=O)N1CCCC1	0.5	7	-0.1	-1
Cc1ccc(S(=O)(=O)N(C)/N=C/c2ccc([N+](=O)[O-])cc2)cc1	-1.7	4	0.1	24
Cc1ccnc(SCc2cc(=O)c(OC(=O)c3cc([N+](=O)[O-])ccc3Cl)co2)n1	-0.9	5	-0.4	6
O=c1c2cc3c(nc2[nH]c(=S)n1Cc1ccccc1)CCCC3	1.0	-13	0.0	7
Cc1cc(N)nc(Cl)n1	1.6	8	0.1	17
COc1ccc(/C(C)=N/NC(=O)c2cccc(I)c2)cc1	-0.2	9	0.0	-2
O=C(Cn1cncn1)NCC1Cc2cc(-c3cccnc3)ccc2O1 (centres undefined)	3.1	8	0.2	-3
O=C(C1CCN(Cc2ccc(F)cc2)CC1)N1CCN(c2ccccc2)CC1	1.1	0	0.1	52*
CCOc1nc2cccc(C(=O)OC(C)OC(=O)OC3CCCCC3)c2n1Cc1ccc(-c2ccccc2-c2nn[nH]n2)cc1 (centres undefined)	1.9	-25	0.1	9
CCCN(CC1CC1)C(=O)CC[C@H]1CN(Cc2ccccn2)CC[C@H]1N1CCOCC1	-0.1	9	0.0	1
CC(=O)N1CCN(CCS(=O)(=O)c2ccccc2)CC1C(=O)N1CCCC1 (centres undefined)	0.5	-3	-0.2	3
c1cc(-c2cc(N3CCC4(CC3)OCCO4)nc(-c3ccncc3)n2)ccn1	0.8	-6	-0.1	-4
CCCCc1nc(SCC(=O)NC2CCCCC2)c2c(=O)n(C)c(=O)n(C)c2n1	1.7	4	0.0	6
O=S(=O)(NCc1ccncc1)c1ccc(I)cc1	9.7*	40*	0.1	-7
Cn1c(SCC(=O)Nc2sc3c(c2C(N)=O)CCC3)nc2ccccc2c1=O	1.8	5	0.0	2
COc1ccc(CC(=O)NCCc2csc(C)n2)cc1	-0.1	-3	0.1	14
FC(F)(F)Oc1ccc(-c2cnc(NCCCn3ccnc3)nc2)cc1	-1.0	6	-0.2	3
Cc1cnc2c(c1N1CCCC1)c(=O)n(C)c(=O)n2C	0.6	-7	0.1	6
c1ccc2c(CNCCCN3CCOCC3)cccc2c1	0.9	0	0.6	16
O=S(=O)(N=P(C1CCCCC1)(N1CCOCC1)N1CCOCC1)c1ccccc1	-0.5	-11	0.0	17
CSc1nnc2c(n1)OC(c1ccc(-c3ccc(C)c(Cl)c3)o1)N(C(C)=O)c1ccccc1-2 (centres undefined)	0.8	-2	-0.2	-12
CCC1CCCCN1C(=O)c1cn(-c2ccc(OC)cc2)c(=O)c2ccccc12 (centres undefined)	0.7	6	0.0	2
CCc1ccc(NC(=O)CCc2c(C)nc3nc[nH]n3c2=O)cc1	1.5	9	1.4	7
CC(=O)N1CCN(c2nc(CN3CCCCC3C)nc3ccccc23)CC1 (centres undefined)	1.1	2	0.0	6
OCCC1CN(Cc2ccc3nsnc3c2)CCN1C1CCCCC1 (centres undefined)	2.4	11	-0.1	14
CC(C)OC(=O)Cn1nnc2ccccc2c1=O	-4.2	-37	0.8	0
CC(=O)N1CCc2c(sc3c2c(=O)n(-c2ccc(C)cc2)c(=O)n3CC(N)=O)C1	-1.7	0	0.0	5
O=Cc1ccc(-c2ccc(Br)cc2C(=O)O)o1	0.4	14	-0.1	-13
COc1ccccc1OCc1nc(C#N)c(N2CCOCC2)o1	-0.4	-14	0.1	-11
Cc1ccc(C)c(NS(=O)(=O)c2cc(Br)cnc2N)c1	-0.4	-2	0.0	3
CCCC(=O)NCCc1cc2ccc(C)cc2[nH]c1=O	0.4	0	-0.1	2
CCCOC1(OCCC)N=C(N)C2(C#N)C(c3ccc(OC)c(OC)c3)C12C#N (centres undefined)	0.3	4	-0.4	26
Cc1ccc(S(=O)(=O)N2CCN(c3cccc(C)c3)CC2)cc1	0.3	0	0.2	20
CCOC(=O)C1=C(C)NC2=C(C(=O)C(C(=O)OC)C(C)C2)C1c1cc(OC)c(OC)cc1OC (centres undefined)	-0.6	-21	-0.1	12
O=C(Nc1ccccc1)N1CCSCC1	-0.7	-5	0.0	-3
O=C(CNC(=O)c1ccc(Cl)cc1)N/N=C/c1cccc(Br)c1	0.0	-3	0.0	4
O=C(c1ccc(S(=O)(=O)c2cccc(Cl)c2)c([N+](=O)[O-])c1)N1CCCC1	0.5	25	0.0	-5
COc1ccccc1-c1nc(SCc2ccccc2)n[nH]1	1.2	-40	0.8	-16
O=C(CC(=O)c1ccco1)Nc1cc(Cl)ccc1Cl	-1.0	-20	0.3	56*
COc1cc(/C=C(/NC(=O)c2ccccc2)C(=O)Nc2ccc(Br)c(C)c2)cc(OC)c1OC	0.5	-2	0.3	16
Cc1cc(N2CCOCC2)ccc1C=C1C(=O)c2ccccc2C1=O	5.3*	-4	-0.2	6
O=C(CN1CCN(Cc2nc(-c3ccccc3)cs2)CC1)NCc1ccco1	0.3	-11	-0.2	3

In the list so far, these contain a cyano group.
SMILES	GPR151 activ	TEAD-YAP inh	FBW7 activator	MITF inh
CC1CCc2c(sc(NC(=O)c3cc4nc(-c5ccccc5)cc(C(F)(F)F)n4n3)c2C#N)C1 (centres undefined)	1.3	0	0.0	-2
N#Cc1cc2c(=O)n3ccccc3nc2n(-c2cccc([N+](=O)[O-])c2)c1=O	-0.4	-8	0.2	-23
Cc1nn(-c2ccccc2)c2c1C(c1cccc([N+](=O)[O-])c1)C(C#N)=C(N)O2 (centres undefined)	-1.8	3	-0.7	7
CC1(C)Cc2c(oc(N)c2C#N)CO1	-0.2	2	-0.1	11
COc1ccc(OC)c(/C=C(\C#N)C(=O)Nc2ccc([N+](=O)[O-])cc2C(F)(F)F)c1	0.2	2	0.5	16
COC(=O)C1C(=O)NC(SCC(=O)Nc2c(C)cc(C)cc2C)=C(C#N)C1c1ccccc1Cl (centres undefined)	1.5	8	-0.1	4
COc1ccc(OCC(=O)c2ccc(F)cc2)c(C#N)c1	-1.0	-66	0.2	-1
N#Cc1cccc(NC(=O)CSc2nc(N)cc(N)n2)c1	-0.4	1	-0.2	0
CCCCN1C(=O)/C(=C(/C#N)C(N)=O)c2ccccc21	0.7	-1	0.0	2
COc1ccccc1OCc1nc(C#N)c(N2CCOCC2)o1	-0.4	-14	0.1	-11
CCCOC1(OCCC)N=C(N)C2(C#N)C(c3ccc(OC)c(OC)c3)C12C#N (centres undefined)	0.3	4	-0.4	26

Screening results as filed in PubChem.
